# From PubChem BioAssay
# SNCA viab count – cell viability loss counter-screen. HEK-293-SNCA-luc viability, GF-AFC fluorescence, 24 h. Potency, µM (doses to about 57.1 µM), for the others: top-dose activity change, negative = cytotoxicity, most hits filed as cytotoxic. 0.12% of 150,000 active;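 also: potency is read from the fitted curve at half-maximal effect; 0% = DMSO-treated cells and -100% = medium-only wells without cells; nearly all actives have a fitted effect of over 30% in size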
#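 Cytotoxicity counterscreen: after 24 h compound treatment of genome-edited SNCA-luciferase HEK-293 cells, live-cell protease substrate GF-AFC read by fluorescence after 30 min; activity scaled between DMSO (0%) and medium-only (-100%), curves Hill-fitted.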
# GPT2 inh – GPT2 alanine aminotransferase inhibition. Q8TD30. Recombinant GPT2, coupled pyruvate oxidase/HRP Amplex Red fluorescence. Potency, µM (titrated, usually from 57.7 µM), without a hit: at the top dose activity change, negative = inhibition, usual class: inhibitors. 0.25% of 100,000 active. AID 1671188; also: potency is read from the fitted curve at half-maximal effect; nearly all actives have a fitted effect of over 60% in size; many of its hits are not listed in these tables
# Target sequence (Q8TD30 whole entry, looked up): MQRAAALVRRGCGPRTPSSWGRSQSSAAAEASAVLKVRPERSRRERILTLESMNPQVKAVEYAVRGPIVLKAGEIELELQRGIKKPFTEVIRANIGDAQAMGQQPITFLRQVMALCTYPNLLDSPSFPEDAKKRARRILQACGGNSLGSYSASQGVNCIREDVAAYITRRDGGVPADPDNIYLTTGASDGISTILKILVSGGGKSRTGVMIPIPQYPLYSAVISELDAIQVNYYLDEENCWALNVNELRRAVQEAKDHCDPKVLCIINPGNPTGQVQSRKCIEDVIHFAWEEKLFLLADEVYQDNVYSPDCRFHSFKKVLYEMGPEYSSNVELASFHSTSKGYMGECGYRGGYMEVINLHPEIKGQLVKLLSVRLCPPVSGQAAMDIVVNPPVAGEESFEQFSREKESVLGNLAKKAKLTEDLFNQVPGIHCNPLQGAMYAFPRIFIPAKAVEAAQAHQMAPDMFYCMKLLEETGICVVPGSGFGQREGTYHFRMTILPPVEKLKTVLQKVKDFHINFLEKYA
#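 Recombinant GPT2 (10ng/uL) with 250uM a-KG and 2mM L-alanine, 30 min at room temperature, in HEPES pH 7.5 buffer. Pyruvate detected by pyruvate oxidase/HRP/Amplex Red fluorescence after 30 min in the dark; AOA (50uM) as positive control.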
# IP6K1 inh – inhibitors of human IP6K1; Q92551; IP6K1 kinase, ADP-Glo luminescence, 2 h; hits give low values; 0.81% of 140,000 active; activity change, % (series mostly up to about 58 µM); in the data active = activity change below about -25%
#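 ADP-Glo luminescence measures ADP made by human IP6K1 during a 2 h RT reaction with ATP/IP6 (mix at 1.3 mM/130 uM); top library doses 57.5 and 19.1 uM final.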
# FLuc inh – inhibitors of firefly (Photinus pyralis) luciferase; purified P. pyralis luciferase, luminescence, biochemical; Potency, µM (highest dose often 115 µM), for the others: top-dose activity change, negative = inhibition, most hits filed as inhibitors; 2.5% of 76,000 active; AID 1347043; also: potency is read from the fitted curve at half-maximal effect; nearly all actives have a fitted effect of over 65% in size
# Target sequence (P08659 whole entry, looked up): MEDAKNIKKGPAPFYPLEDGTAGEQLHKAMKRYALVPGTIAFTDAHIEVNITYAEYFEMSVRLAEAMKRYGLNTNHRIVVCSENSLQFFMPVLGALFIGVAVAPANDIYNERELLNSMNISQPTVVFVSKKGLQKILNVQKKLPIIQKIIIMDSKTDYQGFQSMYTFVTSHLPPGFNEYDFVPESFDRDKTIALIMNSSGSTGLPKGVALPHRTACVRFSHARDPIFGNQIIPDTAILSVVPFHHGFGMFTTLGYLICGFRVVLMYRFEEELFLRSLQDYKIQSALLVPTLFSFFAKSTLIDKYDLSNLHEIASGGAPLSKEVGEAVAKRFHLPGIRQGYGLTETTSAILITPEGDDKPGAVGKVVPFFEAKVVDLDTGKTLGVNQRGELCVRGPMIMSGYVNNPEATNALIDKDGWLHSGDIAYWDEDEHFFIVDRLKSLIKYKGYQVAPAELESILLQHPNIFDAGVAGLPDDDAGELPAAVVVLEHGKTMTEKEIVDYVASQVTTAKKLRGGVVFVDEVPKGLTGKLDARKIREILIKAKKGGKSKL
#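 Luminescence read by CCD imager after adding enzyme (10nM final) to wells holding compound, titrated in qHTS. Substrates 10uM each D-luciferin and ATP; buffer 50mM Tris acetate pH 7.5, 10mM Mg acetate, Tween-20, BSA.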
# 3T3 cytotox – kills NIH 3T3 cells. NIH 3T3 viability, CellTiter-Glo ATP luminescence, 48-72 h. Potency, µM (highest dose often 96.7 µM), for the others: at the highest dose activity change, negative = cytotoxicity, hits mostly inhibitors. 4.3% of 94,000 active. AID 1345082; also: potency is read from the fitted curve at half-maximal effect; nearly all actives have a fitted effect of over 55% in size
#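 ATP-dependent luminescence (CellTiter-Glo) served as the viability signal for NIH 3T3 cells treated with compound for 48 or 72 hr at 37 °C.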
# HEK293 tox – kills HEK 293 cells; HEK 293 viability, ATP luminescence (CellTiter-Glo), 48-72 h; Potency, µM (titrated, usually from 115 µM), for the others: at the top dose activity change, negative = cytotoxicity, usual class: inhibitors; 6.6% of 94,000 active; AID 1345083; also: potency is read from the fitted curve at half-maximal effect; nearly all actives have a fitted effect of over 60% in size
#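 Viability of HEK 293 cells, plated at 250 cells/well, was judged by cellular ATP after compound treatment for 48 or 72 hr. Luminescence was imaged 10 min after CellTiter-Glo addition at room temperature.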
# SNCA expr inhib – SNCA gene expression inhibition; Potency, µM (series often up to 57.2 µM), without a hit: at the top dose activity change, negative = inhibition, most hits filed as inhibitors; HEK-293 SNCA-luciferase knock-in, luminescence, 24 h; 0.17% of 140,000 active; AID 1671194;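 also: potency is read from the fitted curve at half-maximal effect; plate controls were DMSO cells for no effect and cell-free wells for full effect; nearly all actives have a fitted effect of over 45% in size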
# * marks the source's active call; other numbers are inactive results; i = inactive; ? = inconclusive; . = no result given; [ ] = dose if it differs, or a comment. Unless noted, calls follow the shape of the dose curve; as a rule, active = well fitted curve in the direction sought with a large enough effect; inconclusive = small, poorly fitted or top-dose-only effect, or another doubt; inactive = no such curve, though single readings can be large; an effect the other way counts as inactive or inconclusive. Unless noted, % is scaled to controls: 0 for no effect and ±100 for the full control effect. These rows are one share of the data; the hit share may differ from the screen's.
entry	SMILES	SNCA viab count	GPT2 inh	IP6K1 inh	FLuc inh
1	CCOCC1(C)COc2ccc(C(=O)N(C)Cc3ccccc3)cc2N1 (stereo not given)	?	i	11	-3%[172 µM]
2	COc1ccccc1C(=O)N1CCCN(c2ccc3nnc(C)n3n2)CC1	.	.	-15	.
3	CCOc1cc(CNC2CCCC2)cc(Cl)c1OCc1ccc(Cl)cc1	?	3%	-13	.
4	COc1ccc(NC(=O)c2nnn(CC(=O)Nc3ccc(C)c(C)c3)c2N)cc1OC	1%	.	28	.
5	COc1ccc(C(=O)N2CCCC3(C2)C(=NC2CCCC2)NC(=O)N3c2cccnc2)cc1 (stereo not given)	6%	-4%	-4	.
6	CS(=O)(=O)N1CCN2C(=O)N(C3CCCCC3)C[C@H]2C1	1%[87.6 µM]	?	-2	-2%[172 µM]
7	CCCC1=Nc2cc(C(=O)NCCc3ccc(OC)c(OC)c3)ccc2Sc2ccc(C)cc21	?	i	-11	0%
8	CC(=O)N1CCN(C(=O)c2nc3sccn3c2-c2ccc(F)cc2)CC1	2%	-7%	-8	.
9	Cc1ccc(Cl)cc1NS(=O)(=O)c1cc2c3c(c1)CC(=O)N3CCC2	?	.	-9	.
10	CCCN(CCC)c1cc(C)nc2nc(-c3ccc(C(C)(C)C)cc3)nn12	6%	.	4	.
11	Cc1cnc(CCNS(=O)(=O)c2cn(C)cn2)n1C1CC1	-7%	-7%	14	2%
12	CC(C)(C)c1ccc(O)c(O)c1	-23%	-7%[88.5 µM]	-15	.

entry	3T3 cytotox	HEK293 tox	SNCA expr inhib
1	?	?	?
2	0%	-1%	.
3	.	.	.
4	.	.	-26%
5	i	i	1%
6	-1%[138 µM]	0%[172 µM]	-7%[87.6 µM]
7	?	?	?
8	3%	-6%	-16%
9	.	.	-11%
10	.	.	?
11	-4%	2%	17%
12	.	.	1%

# Later entries.
entry	SMILES	SNCA viab count	GPT2 inh	IP6K1 inh	FLuc inh
13	O=[S+]1([O-])NC2(CCN(Cc3ccc(Cl)cc3)C2)COc2ncccc21 (stereo not given)	4%	-35%	46	.
14	COc1ccccc1CN1CC(c2noc(CCC(=O)c3ccc(C)cc3)n2)CC1=O (stereo not given)	-8%	i	30	3%
15	O=C(Cc1ccccc1)N1CCC(N2CC(OCC3CC3)C23CCOCC3)CC1 (stereo not given)	9%	i	1	4%
16	Cc1ccc(C)c(NC(=O)C2CCCN(S(=O)(=O)c3ccc4[nH]c(=O)ccc4c3)C2)c1 (stereo not given)	-1%	.	18	.
17	COc1ccc(-c2ccc3nnc(CNC(=O)c4ccc(C)cc4C)n3n2)cc1	-2%	-3%	7	-1%
18	O=C(NC1CCCN(c2cc(-c3ccc(F)cc3)[nH]n2)C1)c1ccc(F)c(F)c1 (stereo not given)	-28%	i	7	-26%
19	OC(c1ccccc1)c1nc(Nc2ccc(Cl)cc2F)n[nH]1 (stereo not given)	11%[87.6 µM]	-4%[88.5 µM]	-4	4%[172 µM]
20	O=C(c1ccc(C(F)(F)F)cc1)N1CCC2(C1)C(=NC1CCCCC1)NC(=O)N2c1cccnc1 (stereo not given)	-2%	i	5	.
21	COc1ccc(-c2ccc3ncc(Nc4ccnc(N5CCOCC5)c4)n3n2)cc1OC	-18%[87.6 µM]	?	-4	?
22	Cc1ccc(C(=O)N(C)CC2(C)CCOCC2)s1	13%	i	3	?
23	Cc1cnc(C2CCN(C(=O)C3CCCC3)C2)n1Cc1ccccc1 (stereo not given)	7%	-11%	4	2%
24	Cc1ccc(C(=O)N2CCC3(CC2)CC(c2ccccc2)C(=O)N3C)s1 (stereo not given)	-2%	1%	7	3%

entry	3T3 cytotox	HEK293 tox	SNCA expr inhib
13	i	-5%	8%
14	?	?	15%
15	-11%	-5%	3%
16	.	.	-10%
17	-4%	-4%	5%
18	?	45µM*	-20%
19	?	?	54%[activator][87.6 µM]
20	-2%	i	-18%
21	45µM*	?	35%[activator][87.6 µM]
22	i	10%	32%[activator]
23	-11%	-21%	-4%
24	-13%	-20%	4%

# (cont.)
entry	SMILES	SNCA viab count	GPT2 inh	IP6K1 inh	FLuc inh
25	CCCc1ncncc1C(=O)NC1CC(c2nnc(CO)n2C2CC2)C1 (stereo not given)	3%	-19%[11.5 µM]	40	11%
26	CCN(CC)C(=O)C1CCN(c2cc(C)nc3c(-c4ccc(OC)c(OC)c4)c(C)nn23)CC1	-17%	.	4	.
27	CC(C)c1ccc(S(=O)(=O)N2CCC3(CCCNC3)C2)cc1 (stereo not given)	8%	i	17	3%
28	COc1ccc(NC(=O)CSc2nc3c([nH]c4ccccc43)c(=O)n2C)cc1	7%	.	53	.
29	CC(C)(C)n1nnnc1C1CC2(CCOCC2)C(=O)N1Cc1cccc(C(F)(F)F)c1 (stereo not given)	-16%	i	0	-4%
30	O=C(Cc1ccccn1)N1CCn2c(nnc2-c2ccccc2)C1	13%[87.6 µM]	i	5	-8%[172 µM]
31	CCOc1ccccc1NC(=O)CN(C)S(=O)(=O)c1ccc2nc(C)sc2c1	-12%	.	-20	.
32	Cc1nc2nc(SCC(=O)NCc3ccccc3)nn2c(C)c1Cc1ccccc1	-8%	.	26	.
33	Cc1ccc(NC(=O)N[C@@H]2C=C(C(=O)NCC(N)=O)C[C@@H](O)[C@@H]2O)cc1	5%[87.6 µM]	i	10	-4%[172 µM]
34	CC(C)NC(=O)NC[C@H]1OC[C@@H](NC2CCCC2)[C@@H]1O	3%[87.6 µM]	-14%[88.5 µM]	3	-6%[230 µM]
35	CSCc1ccc(C(=O)N[C@H]2[C@@H]3CCO[C@@H]3[C@@H]2C2CCCC2)o1	-9%	-3%	-2	-10%
36	CCOc1ccc2c(n1)CCN(C(=O)NC1CCCC1)C2	1%[12.5 µM]	i	13	-4%

entry	3T3 cytotox	HEK293 tox	SNCA expr inhib
25	-10%	-2%	10%
26	.	.	48%[activator]
27	?	?	9%
28	.	.	-20%
29	-13%	-2%	-20%
30	-9%[138 µM]	i	6%[87.6 µM]
31	.	.	?
32	.	.	-8%
33	-15%[174 µM]	4%[172 µM]	-2%[87.6 µM]
34	-24%[174 µM]	1%[230 µM]	-7%[87.6 µM]
35	-14%	-5%	-20%
36	-2%	6%	?

# Going on with the list.
entry	SMILES	SNCA viab count	GPT2 inh	IP6K1 inh	FLuc inh
37	CCN(CC)C(=O)c1sc(NC(=O)c2nc3ncccn3n2)c(C(=O)OC)c1C	?	.	-10	.
38	COc1cccc(CN2CCOCCNC(=O)CC2)c1	?	-12%	4	-3%
39	Cc1ccc(C(=O)N2CCC(Cn3c(C)cnc3C3CCC3)CC2)cn1	4%	i	-4	6%
40	C[C@H]1[C@@H]2[C@@H](O)C([C@H](C)C(=O)NCc3ccc(F)cc3)CC[C@@]2(C)CC[C@@H]1NC(=O)Cc1ccccc1 (stereo not given in full)	-4%	i	-10	-2%
41	CC(C)(C)c1ccc(C2=NC(C)(C)N(CC(=O)Nc3ccc(F)c(F)c3)C2=O)cc1	-7%	.	7	.
42	Cc1ccc2nc(-c3ccc(Cl)s3)c(Nc3ccc4c(c3)OCCO4)n2c1	2%	.	3	.
43	CCCN1Cc2ccccc2NC(=O)C12CCNC2 (stereo not given)	-5%	i	23	.
44	CN1c2cc(C(=O)NCc3nc4ccccc4n3C)ccc2C(=O)N2CCCCCC21 (stereo not given)	?	i	-14	-13%
45	O=C1CCN(S(=O)(=O)c2ccccc2)CCCC(C(=O)NCc2cccnc2)CCN1 (stereo not given)	1%	i	-8	-13%
46	COc1ccc(F)cc1S(=O)(=O)N1CCC(CC(=O)NCc2ccccc2)C1 (stereo not given)	-4%[12.5 µM]	-6%	2	-7%
47	COCC(=O)N1CCCC(c2nn(-c3ccc(OC)cc3)c(=O)[nH]2)C1 (stereo not given)	-8%[87.6 µM]	3%[88.5 µM]	10	-13%[172 µM]
48	CCN1CCN(C(=O)C2CCc3nc(N4CCN(C(=O)C5CCC5)CC4)sc3C2)CC1 (stereo not given)	8%	i	15	1%

entry	3T3 cytotox	HEK293 tox	SNCA expr inhib
37	.	.	-4%
38	-22%	-21%	8%
39	5%	0%	27%
40	?	?	?
41	.	.	-4%
42	.	.	69%[activator]
43	i	i	7%
44	?	?	-5%
45	-13%	2%	5%
46	-10%	-11%	-14%
47	-26%[138 µM]	-28%[172 µM]	?
48	5%	-13%	-1%

# More entries follow.
entry	SMILES	SNCA viab count	GPT2 inh	IP6K1 inh	FLuc inh
49	CCCN(C(=O)c1ccc2c(=O)n3c(nc2c1)CCCCC3)c1cccc(Cl)c1	4%	.	-4	.
50	COCCN1C(=O)CS(=O)(=O)C12CCN(C(=O)COc1cccc(C)c1)CC2	4%	i	-7	8%
51	CCN1C(=O)C2(c3ccccc31)c1c(oc3ccc(F)cc3c1=O)C(=O)N2CCCOC (stereo not given)	-3%	.	-10	.
52	COc1ccc(Br)cc1CNC(=O)CCCn1c(=O)c2cccn2c2cccnc21	-8%	.	52	.
53	Cc1ccccc1CN1C(=O)c2ccccc2Sc2ccc(C(=O)NC3CCCC3)cc21	2%	.	1	.
54	COc1ccc(C2=NN(CC(=O)NCc3ccccc3Cl)C(=O)CC2)cc1	8%	.	-8	.
55	Cc1ccsc1CN1CCC(n2c(C3CC3)nn(C)c2=O)CC1	-4%	0%	31	.
56	CCOc1ccccc1N(C)C(=O)c1cc2c(s1)-c1ccccc1OC2	5%	.	-2	.

entry	3T3 cytotox	HEK293 tox	SNCA expr inhib
49	.	.	199%[activator]
50	-10%	4%	1%
51	.	.	-7%
52	.	.	58%[activator]
53	.	.	-5%
54	.	.	72%[activator]
55	-33%	-15%	18%
56	.	.	24%

# Arranged by heavy-atom count (rising): part of the list above.
entry	SMILES	SNCA viab count	GPT2 inh	IP6K1 inh	FLuc inh
13	O=[S+]1([O-])NC2(CCN(Cc3ccc(Cl)cc3)C2)COc2ncccc21 (stereo not given)	4%	-35%	46	.
28	COc1ccc(NC(=O)CSc2nc3c([nH]c4ccccc43)c(=O)n2C)cc1	7%	.	53	.
45	O=C1CCN(S(=O)(=O)c2ccccc2)CCCC(C(=O)NCc2cccnc2)CCN1 (stereo not given)	1%	i	-8	-13%

entry	3T3 cytotox	HEK293 tox	SNCA expr inhib
13	i	-5%	8%
28	.	.	-20%
45	-13%	2%	5%

# Some values from the results shown:
# CCCN(C(=O)c1ccc2c(=O)n3c(nc2c1)CCCCC3)c1cccc(Cl)c1 in SNCA viab count has 4%
# Cc1ccsc1CN1CCC(n2c(C3CC3)nn(C)c2=O)CC1 in IP6K1 inh has 31
# CCN1C(=O)C2(c3ccccc31)c1c(oc3ccc(F)cc3c1=O)C(=O)N2CCCOC (stereo not given) in IP6K1 inh has -10
# COc1ccc(Br)cc1CNC(=O)CCCn1c(=O)c2cccn2c2cccnc21 in IP6K1 inh has 52
# COc1ccc(C2=NN(CC(=O)NCc3ccccc3Cl)C(=O)CC2)cc1 in IP6K1 inh has -8
# CCOc1ccccc1N(C)C(=O)c1cc2c(s1)-c1ccccc1OC2 in SNCA expr inhib has 24%
# Cc1ccccc1CN1C(=O)c2ccccc2Sc2ccc(C(=O)NC3CCCC3)cc21 in SNCA viab count has 2%
